Pol eta inh: inhibitors of human DNA polymerase eta; Q9Y253; recombinant Pol eta, fluorescent DNA replication assay; Potency, µM (titrated, usually from 114 µM), inactives show at the highest dose activity change, negative = inhibition, most hits filed as inhibitors; hit rate 1.2% among 390,000; note: potency is the fitted concentration of half-maximal effect; % is set by controls: 0 for no effect and ±100 for the full control effect
Target sequence (Q9Y253 whole entry, looked up): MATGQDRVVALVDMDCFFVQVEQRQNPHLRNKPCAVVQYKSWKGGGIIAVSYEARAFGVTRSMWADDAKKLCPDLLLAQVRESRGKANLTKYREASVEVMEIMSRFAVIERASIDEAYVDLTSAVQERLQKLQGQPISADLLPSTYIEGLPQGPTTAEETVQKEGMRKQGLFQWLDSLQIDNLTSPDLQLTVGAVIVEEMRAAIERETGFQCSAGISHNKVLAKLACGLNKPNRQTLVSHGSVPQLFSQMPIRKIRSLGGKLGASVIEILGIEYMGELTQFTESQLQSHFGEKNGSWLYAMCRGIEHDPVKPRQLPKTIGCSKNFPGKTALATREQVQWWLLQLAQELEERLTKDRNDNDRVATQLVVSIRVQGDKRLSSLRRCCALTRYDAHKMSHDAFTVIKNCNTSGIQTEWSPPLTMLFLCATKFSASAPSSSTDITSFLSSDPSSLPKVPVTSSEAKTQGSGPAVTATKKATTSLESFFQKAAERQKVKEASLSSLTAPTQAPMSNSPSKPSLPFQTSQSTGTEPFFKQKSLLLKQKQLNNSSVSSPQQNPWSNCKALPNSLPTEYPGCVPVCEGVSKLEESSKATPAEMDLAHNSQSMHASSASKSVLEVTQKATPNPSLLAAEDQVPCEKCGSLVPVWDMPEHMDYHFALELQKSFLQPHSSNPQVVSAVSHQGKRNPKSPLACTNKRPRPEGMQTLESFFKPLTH
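Pol eta (10 nM) was preincubated with compounds for 15 min at room temperature, after which fluorescent replication substrate (50 nM final) was added to start the reaction. Fluorescence was read kinetically at 0 and 10 min.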
BLM inh: inhibitors of human Bloom syndrome helicase BLM; P54132; recombinant BLM DNA unwinding, fluorescence dequenching; Potency, µM (series often up to 56.1 µM), without a hit: at the top dose activity change, negative = inhibition, usual class: inhibitors; hit rate 0.2% among 350,000;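 note: potency is the fitted concentration of half-maximal effect; plate controls were vehicle for no effect and no enzyme for full effect; nearly all actives have a fitted effect of over 35% in size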
LDHA inh: LDHA (human) enzyme inhibition | P00338 | purified LDHA, NADH/diaphorase-resazurin fluorescence; stronger effect = lower value | activity change, % (values are at about 110 or 230 µM) | hit rate 0.15% among 480,000; in the data active = activity change below about -30%; inconclusive = mostly about -25% to -30%;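 note: plate controls were DMSO wells for no effect and wells without enzyme for full effect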
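Human LDH5 at 2 nM final in Tris HCl pH 7.4 with 0.06 mM NADH and 0.2 mM pyruvate, reacted 5 minutes at room temperature. Remaining NADH coupled via diaphorase/resazurin; resorufin fluorescence read at 0 and 20 minutes, normalized to enzyme-free and DMSO wells.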
POLI inh: inhibitors of human DNA polymerase iota; Pol iota fluorescent replication assay, 10 min; Potency, µM (highest dose often 115 µM), inactives show at the highest dose activity, negative = inhibition, most hits filed as inhibitors; hit rate 1% among 390,000; AID 588590; note: potency is the fitted concentration of half-maximal effect
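Pol iota at 10 nM preincubated 15 min with compounds at room temperature; reaction started with fluorescent substrate, 50 nM final. Fluorescence read kinetically at 0 and 10 min; buffer-only wells as negative control.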
GRP78 ERSR act: ER stress response induction in glioma; U87-MG GRP78 promoter luciferase reporter, 16 h; Potency, µM, without a hit: at the highest dose activation, hits mostly activators; hit rate 0.02% among 420,000; note: potency is the fitted concentration of half-maximal effect; series mostly up to about 76 µM; % of control where 0% means no effect; nearly all actives have a fitted effect of over 35% in size
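ERSR induction read as luciferase luminescence (Bright-Glo, 10 min at room temperature) in stably transfected human U87-MG glioma cells exposed to compounds for 16 h, using GRP78 as sensor.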
Anesthetic bind: binds horse apoferritin like a general anesthetic; hit rate 0.074% among 350,000; apoferritin/1-aminoanthracene competitive binding, fluorescence; Potency, µM (highest dose often 77.5 µM), for the others: at the highest dose activity change, negative = displacement, hits mostly inhibitors; P02791; note: potency is the fitted concentration of half-maximal effect; % is set by controls: 0 for no effect and ±100 for the full control effect; nearly all actives have a fitted effect of over 20% in size
Target sequence (P02791 2-175 limits assumed): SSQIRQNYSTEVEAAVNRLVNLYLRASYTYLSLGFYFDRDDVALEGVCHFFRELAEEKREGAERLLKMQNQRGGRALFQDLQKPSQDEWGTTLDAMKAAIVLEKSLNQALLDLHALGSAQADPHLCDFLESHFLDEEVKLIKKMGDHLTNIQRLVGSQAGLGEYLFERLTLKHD
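Steps: apoferritin (10 uM) was premixed with half-saturated 1-AMA in PBS, compounds were pin-transferred, plates stood 10 min at room temperature, fluorescence was read at 380/535 nm, and curves were fitted with a Hill equation.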
Pol kappa inh: DNA polymerase kappa (human) inhibition; Q9UBT6; purified Pol kappa, fluorescent DNA synthesis assay, 10 min; Potency, µM (doses to about 107 µM), for inactives: at the highest dose activity, negative = inhibition, usual class: inhibitors; hit rate 0.53% among 400,000; note: potency is the fitted concentration of half-maximal effect; % is set by controls: 0 for no effect and ±100 for the full control effect
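Kinetic fluorescence screen: compound preincubated 15 min RT with 10 nM enzyme; 50 nM substrate (final) initiates; reads at 0/10 min.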
POLB inh: DNA polymerase beta (human) inhibition | P06746 | Pol beta primer extension/strand displacement, fluorescence kinetic | Potency, µM (doses to about 114 µM), for inactives: at the top dose activity change, negative = inhibition, most hits filed as inhibitors | hit rate 1.3% among 340,000 | AID 485314; note: potency is the fitted concentration of half-maximal effect; % is set by controls: 0 for no effect and ±100 for the full control effect
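Pol beta (10 nM) and compounds were preincubated 15 min at room temperature, then 50 nM substrate (final) started primer extension/strand displacement. Reads were taken at 0 and 10 min; concentration-response data were fitted to a four-parameter Hill equation.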
APEX1 inh: blocks human APE1 abasic DNA cleavage | P27695 | recombinant APE1, TAMRA/BHQ-2 abasic DNA cleavage fluorescence | Potency, µM (titrated, usually from 65.8 µM), without a hit: top-dose activity change, negative = inhibition, hits mostly inhibitors | hit rate 0.35% among 350,000;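 note: potency is the fitted concentration of half-maximal effect; plate controls were vehicle for no effect and reference inhibitor for full effect; nearly all actives have a fitted effect of over 55% in size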
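Substrate: short duplex with […] THF abasic site, 5'-TAMRA and 3'-BHQ-2, 50 nM final. APE1 at 0.75 nM, preincubated 15 min RT with compound. Fluorescence increase from first to third read measured activity.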
The depositor's hits bear a star; ? = inconclusive; nt = no result given; & = joins results of further samples; [ ] = remark or other dose. Unless noted, calls come from the whole dose curve; as a rule, active = well fitted curve in the direction sought with a large enough effect; inconclusive = small, poorly fitted or top-dose-only effect, or another doubt; inactive = no such curve, though single readings can be large; an effect the other way counts as inactive or inconclusive. This is a subset (hit frequency here may not be typical).

SMILES	Pol eta inh	BLM inh	LDHA inh	POLI inh	GRP78 ERSR act	Anesthetic bind	Pol kappa inh	POLB inh	APEX1 inh
CCCCCCN(C(=O)CCCN1C(=O)NC(c2ccc(-c3ccccc3)cc2)C(C(=O)OCc2ccccc2)=C1C)C(C)C(=O)NCCCC (stereo unspecified)	-19%	nt	-2	2%	0%	nt	-9%	nt	-8%
CCCS(=O)(=O)Nc1c(OC)ccc2c1c(C(=O)OCC)c(C)n2C	-13%	1%	-1	-1%	-5%	-11%	-21%	7%	-3%
CCOc1ccccc1NC(=O)Cn1ncc2c([nH]c3ccccc32)c1=O	-7%	1%	0	20%	-2%	-3%	3%	3%	nt
COc1ccc(N(Cc2ccccc2)C(=O)c2nc(SC)ncc2Cl)cc1	-22%	-6%	0	19%	-1%	?	9%	1%	nt
CCC(CC)COC(=O)C(C#N)c1nc2ccccc2nc1N1CCN(CC)CC1 (stereo unspecified)	-19%	-1%	10&-1	34%[activator]	-1%	?	-2%	13%	-9%
Cc1nn(-c2ccccc2)c2sc(C(=O)O)cc12	12%	-1%	-12	-1%	1%	-3%	-1%	-28%	-1%
CSc1ccn(CCC(=O)O)c(=O)n1	-10%	-1%	-4	36%[activator]	1%	-9%	-3%	18%	-2%
COc1ccc(-c2[nH]ncc2CN(CCO)CC23CC4CC(CC(C4)C2)C3)c(OC)c1	-10%	3%	-3	7%	-5%	-13%	-1%	31%	15%
CCOC(=O)CNC(=O)c1cccnc1Oc1ccc(Cl)cc1	-19%	-4%	-7	1%[58.9 µM]	-3%	2%	-6%	13%	-3%
CN(c1ccc(C(=O)Nc2nccs2)cc1)S(=O)(=O)c1ccccc1	1%	-4%	-16	-2%	8%	-9%	-17%	-28%	-3%
O=C(NC1CCCCC1)c1ccccc1NC(=O)C1CC(=O)N(c2ccccc2)C1 (stereo unspecified)	-8%	4%	-2	8%	-5%	-6%	-4%	10%	16%
COc1ccc(C(=O)NNC(=O)CN2CCC(n3nnc4cc(C(F)(F)F)ccc43)CC2)cc1	5%	1%	-11	15%	-6%	-1%	0%	-1%	-2%
CCOC(=O)c1c(C)oc2c1cc(NS(=O)(=O)c1ccc(C(=O)O)cc1)c1ccccc12	?	-15%	32	46%[activator]	?	-12%	-8%	-10%	32%
Cc1ccc(N(CN2C(=O)NC(C)(C)C2=O)CN2C(=O)NC(C)(C)C2=O)cc1	-10%	-1%	-5	25%	-3%	-14%	-5%	2%	-2%
O=C(NC(Cc1ccc(O)cc1)C(=O)O)c1ccco1 (stereo unspecified)	-6%	-3%	-2	50%[activator]	-4%	0%	-11%	8%	-3%
CCN(CC)S(=O)(=O)c1ccc(CNC(=O)CN2C(=O)NC3(CCc4ccccc43)C2=O)cc1 (stereo unspecified)	-16%	nt	-7	23%	-5%	nt	-15%	nt	5%
N#CCCS(=O)(=O)c1ccc(N)cc1	-5%	-8%	-4	17%	-1%	1%	-12%	53%	10%
CC(O)/C=C/c1ccc2ccccc2n1 (stereo unspecified)	3%	0%	-2	10%	5%	4%	1%	2%	1%
O=C(O)c1cccc(Br)c1	-16%	nt	-7&1	-4%	-3%	nt	4%	nt	nt
COCCCn1c(=N)c(C(=O)NCc2cccnc2)cc2c(=O)n3cc(C)ccc3nc21	-17%	-1%	-10	19%	0%	116%[activator]	-5%	?	nt
O=S(=O)(NCc1ccc(Cl)cc1Cl)c1cccs1	-18%	-8%	-1	2%	2%	?	-6%	0%	10%
O=C(COC(=O)c1cccnc1Cl)NCCCc1ccccc1	-13%	nt	-9	25%	-2%	nt	-2%	nt	1%
COc1ccc(/C(C)=N/NC(=S)NCCc2ccccc2)c(O)c1	-14%	-10%	2	-14%	-1%	2%	0%	-12%	-1%
COc1ccc(NC(=O)c2c(N)no[n+]2[O-])c(OC)c1	-24%	-5%	-7	189%[activator]	-4%	1%	-1%	5%	-3%
O=C(O)c1ccc(NS(=O)(=O)c2cccc(C(=O)Nc3ccccc3[N+](=O)[O-])c2)cc1	-19%	1%	-5	-3%	-2%	-6%	-19%	?	-11%
Clc1ccc(OCCOCCN2CCCCC2)c(Br)c1	8%	-2%	0	16%	-4%	-13%	-19%	-16%	-2%
COc1cc(CNC(=O)C2CCCN2S(=O)(=O)c2ccccc2)cc(OC)c1OC (stereo unspecified)	3%	-1%	-11	4%	0%	-4%	1%	-3%	0%
CN1CCN(C(=O)CN(Cc2ccc(Cl)cc2)S(C)(=O)=O)CC1	-7%	-2%	2	-9%	-2%	3%	-2%	8%	2%
COc1ccc(C(=O)Nc2nc(-c3ccccc3)c(C(C)=O)s2)c(OC)c1	-10%	-3%	-7	71%[activator]	-1%	-8%	-5%	56%	-4%
CCOC(=O)c1c(C)[nH]c(C)c1S(=O)(=O)N1CCCC(C(=O)Nc2ccc(C)cn2)C1 (stereo unspecified)	-15%	1%	-4	-4%	0%	-2%	1%	19%	nt
COCCn1c(=O)cnc2cnc(N3CCN(C)CC3)nc21	nt	-4%	nt	nt	0%	nt	11%[60.1 µM]	nt	10%
CCCOc1ccc(/C(O)=C2/C(=O)C(=O)N(CCN3CCOCC3)C2c2ccccc2)cc1 (stereo unspecified)	-27%	nt	-5	-8%	-4%	nt	2%	nt	nt
O=C(NCC1CCCO1)C(c1cccs1)N(Cc1cccs1)C(=O)c1ccc(-c2ccccc2)[nH]1 (stereo unspecified)	-20%	-10%	3	-8%	0%	1%	-8%	-1%	1%
CCOc1ccc(NC(=O)CCC(=O)NNC(=O)c2ccccc2Cl)cc1	5%	0%	-5	-5%	1%	-6%	10%	2%	66%[activator]
Cc1ccc(NS(=O)(=O)c2ccc(C(=O)N3CCN(c4ncccn4)CC3)cc2)cc1	-21%	1%	0	73%[activator]	2%	-14%	-2%	4%	-3%
COc1ccc(N2CCN(C(=O)c3cccnc3)CC2)c([N+](=O)[O-])c1	-9%	-8%	-15	13%	-4%	-10%	-5%	64%	15%
CC(O)c1nc2ccccc2n1Cc1nnc(-c2ccc(Cl)cc2)o1 (stereo unspecified)	-12%	-1%	-1	10%	3%	-16%	-3%	2%	6%
O=C(CC1SC(N2CCOCC2)=NC1=O)Nc1cc([N+](=O)[O-])ccc1Cl (stereo unspecified)	0%	-9%	-7	177%[activator]	-3%	1%	-7%	13%	?
CSc1ncc(Cl)c(C(=O)Nc2cc(C(F)(F)F)ccc2Cl)n1	-20%	-1%	-5	56%[activator]	0%	-5%	0%	-1%	nt
CCOc1ccc(N(CC(=O)N/N=C(\C)c2cccc(NC(C)=O)c2)S(=O)(=O)c2ccccc2)cc1	-8%	-4%	-4	-12%	-1%	-1%	-3%[60.1 µM]	-7%	9%
CCOc1cc(C=NNC(=O)CCCC(=O)NN=Cc2ccc(O)c(OCC)c2)ccc1O	-15%	nt	0	-18%	-1%	nt	?	nt	nt
C=CCn1c(SCC(=O)NNC(=S)Nc2ccccc2)nnc1-c1ccccc1	-19%	-2%	-10	19%	-6%	-1%	-3%	-2%	-4%
COc1ccccc1-c1cnn2c(NCc3ccccc3)cc(C)nc12	-8%	-11%	-1	24%	-2%	2%	-1%	18%	-11%
C/C(N)=C(/C#N)C(=O)COC(=O)c1ccc(C#N)cc1	-16%	-6%	0	45%[activator]	-2%	-6%	-3%	4%	-3%
CN(Cc1cn(-c2ccccc2)nc1-c1cc2ccccc2o1)C(=O)CCC(=O)O	-18%	3%	-10	32%[activator]	14%	-6%	1%	8%	-5%

3 consecutive entries out of the list so far, for reference:
SMILES	Pol eta inh	BLM inh	LDHA inh	POLI inh	GRP78 ERSR act	Anesthetic bind	Pol kappa inh	POLB inh	APEX1 inh
COc1ccccc1-c1cnn2c(NCc3ccccc3)cc(C)nc12	-8%	-11%	-1	24%	-2%	2%	-1%	18%	-11%
C/C(N)=C(/C#N)C(=O)COC(=O)c1ccc(C#N)cc1	-16%	-6%	0	45%[activator]	-2%	-6%	-3%	4%	-3%
CN(Cc1cn(-c2ccccc2)nc1-c1cc2ccccc2o1)C(=O)CCC(=O)O	-18%	3%	-10	32%[activator]	14%	-6%	1%	8%	-5%

(continued)
SMILES	Pol eta inh	BLM inh	LDHA inh	POLI inh	GRP78 ERSR act	Anesthetic bind	Pol kappa inh	POLB inh	APEX1 inh
CCOc1ccc2[nH]c(C)c(CN3CCOCC3)c(=O)c2c1	-1%	2%	-3	?	-1%	-7%	-5%	-1%	?
CCOC(=O)/C=C1\SCC(=O)N1CC(=O)N1CCOCC1	-2%	-3%	-5	6%	-2%	-1%	-2%	19%	-4%
CC(=O)c1cc(CN2CCN(CCc3ccccc3)C(CCO)C2)cs1 (stereo unspecified)	-10%	-5%	2	167%[activator]	-1%	-4%	0%	3%	3%
CCCCNC(=O)c1nn2c(C(F)(F)F)cc(-c3ccccc3)nc2c1Br	-11%	1%	-7	21%	-2%	-15%	-4%	23%	-4%
CCCCC(CC)CNC(=O)CCS(=O)(=O)c1cccc2nonc12 (stereo unspecified)	-22%	-1%	-6	45%[activator]	-4%	-15%	-10%	28%	8%
CCCCn1c(N)c(N(CC)C(=O)c2cccc(F)c2)c(=O)[nH]c1=O	-5%	0%	-1	-17%	-6%	24%	0%	6%	-8%
O=C(NC1CC1)C1CCN(c2ccc(S(=O)(=O)N3CCOCC3)cc2)CC1	-12%	-1%	3	?	-7%	5%	4%	1%	0%
COC(=O)c1c(-c2ccc(Cl)cc2)noc1N1CCN(c2ccccc2F)CC1	-10%	-3%	-8	-1%	-2%	1%	-8%	-6%	nt
CC(C)n1nc(C(=O)Oc2cccc(Cl)c2Cl)c2ccccc2c1=O	-12%	-9%	-2	6%	-3%	?	-9%	27%	8%
O=C(OCc1ccc([N+](=O)[O-])cc1)c1ccc(N2CCCC2)c([N+](=O)[O-])c1	-22%	3%	0	38%[activator]	-6%	-13%	-1%	24%	4%
COc1cccc(/C=C/C(=O)OCC(=O)c2ccc3c(c2)NC(=O)CO3)c1	-13%	nt	1	10%	-3%	nt	11%	nt	8%
COc1cc(/C=C/C(=O)Nc2cccc(S(=O)(=O)N3CCOCC3)c2)ccc1OCC#N	-10%	nt	-4	2%	?	nt	-3%	nt	15%

Source: PubChem
